# Jurkat NFkB inh = inhibitors of the PMA/ionomycin-induced NF-kB reporter in Jurkat cells | 0.53% of 330,000 active | AID 435003 | inhibition, % at 4 µM | PMA/ionomycin-induced NF-kB luciferase reporter, luminescence; in the data active = inhibition above about 50%
# XBP1 UPR activ = adaptive UPR (XBP1) activation. activation, % at 20 µM. CHO-XBP1 luciferase reporter, IRE1-XBP1 UPR activation, luminescence; percent of tunicamycin response, DMSO as zero. 0.33% of 330,000 active;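 active = versus positive control, 20 µM dose yields 30% or more activation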;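 note: 100% = tunicamycin at 10 µg/mL and 0% = DMSO only wells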
#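 Material: CHO-XBP1 cells stably carrying IRE1-XBP1-driven luciferase reporter / Amount: 1000 cells per well / Compound: 20 µM, 1% DMSO / Times: 6 h treatment, 37 °C / Detection: luciferase luminescence / Measure: % activation of reporter signal versus tunicamycin and DMSO controls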
# tim10-1 inh = growth inhibitors of tim10-1 mutant yeast; 2.2% of 330,000 active; S. cerevisiae tim10-1 ts strain growth, BacTiter-Glo, 24 h; inhibition, % at 20 µM; AID 463190;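 active = inhibition of at least 40%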;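 note: mutant grown at 25 °C; 0% = DMSO wells with yeast and 100% = wells holding no yeast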
# Mdm2-MdmX inh = human Mdm2/MdmX binding inhibition | O15151+Q00987 | SaOS-2 split-luciferase Mdm2/MdmX complementation, luminescence | inhibition, % at 8 µM | 3% of 330,000 active | AID 485346;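 active = inhibition of at least 50% at 8 µM in the primary screen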
# Target sequence (O15151 whole entry, looked up): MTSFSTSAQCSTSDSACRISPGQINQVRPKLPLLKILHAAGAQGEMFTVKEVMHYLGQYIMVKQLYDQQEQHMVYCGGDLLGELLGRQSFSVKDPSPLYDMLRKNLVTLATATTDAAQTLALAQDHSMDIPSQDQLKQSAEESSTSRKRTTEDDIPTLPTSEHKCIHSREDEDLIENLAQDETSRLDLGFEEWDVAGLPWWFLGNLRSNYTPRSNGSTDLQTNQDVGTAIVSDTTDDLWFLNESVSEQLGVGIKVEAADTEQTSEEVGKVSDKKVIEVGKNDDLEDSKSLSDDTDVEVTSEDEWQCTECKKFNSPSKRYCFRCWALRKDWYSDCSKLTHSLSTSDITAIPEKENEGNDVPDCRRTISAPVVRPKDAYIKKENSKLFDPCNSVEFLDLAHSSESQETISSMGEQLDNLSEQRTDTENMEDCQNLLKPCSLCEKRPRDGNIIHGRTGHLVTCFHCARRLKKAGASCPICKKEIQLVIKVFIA
# Target sequence (Q00987 whole entry, looked up): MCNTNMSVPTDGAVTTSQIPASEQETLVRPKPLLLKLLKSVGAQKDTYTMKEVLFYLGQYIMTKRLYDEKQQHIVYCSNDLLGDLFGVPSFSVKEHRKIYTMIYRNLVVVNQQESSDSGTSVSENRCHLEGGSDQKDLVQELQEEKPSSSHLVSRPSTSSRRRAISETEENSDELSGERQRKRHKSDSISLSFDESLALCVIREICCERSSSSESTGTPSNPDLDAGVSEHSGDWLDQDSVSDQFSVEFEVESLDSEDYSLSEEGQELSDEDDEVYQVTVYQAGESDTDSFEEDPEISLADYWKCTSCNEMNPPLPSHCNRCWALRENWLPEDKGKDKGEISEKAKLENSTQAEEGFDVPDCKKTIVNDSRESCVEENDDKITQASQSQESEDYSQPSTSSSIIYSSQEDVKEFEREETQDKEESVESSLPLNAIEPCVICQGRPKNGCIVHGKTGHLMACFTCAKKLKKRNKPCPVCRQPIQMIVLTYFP
# TIM10 inh = TIM10 yeast growth inhibition | S. cerevisiae TIM10 strain growth, BacTiter-Glo luminescence, 24 h | inhibition, % at 10 µM | 1.4% of 330,000 active;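 active = inhibition of 40% or more at the single tested concentration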;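 note: wild-type TIM10 isogenic control strain grown at permissive 25 °C; 0% = DMSO yeast wells and 100% = minimal medium wells without yeast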
# 697 NFkB inh = inhibitors of the PMA/ionomycin-induced NF-kB reporter in 697 B cells; 697 B-cell NF-kB luciferase reporter, 16 h; inhibition, % at 4 µM; 0.33% of 330,000 active; AID 435022; in the data active = inhibition above about 35%
# UPR CHOP act = activators of apoptotic arm of unfolded protein response (CHOP) | CHO-CHOP luciferase reporter, UPR activation, luminescence; percent of tunicamycin response over DMSO baseline | activation, % at 10 µM | 0.34% of 330,000 active;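 active = at 10 µM dose, activation of 40% or more, normalized to positive control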;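 note: 100% = tunicamycin at 10 µg/mL and 0% = DMSO alone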
#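 assay system = CHO CHOP reporter cells | amount = 500 CHO-CHOP cells per well | buffer or medium = F12 with 10% FBS | incubation = 16-18 h cell attachment, then 6 h compound exposure, 37 °C | detection = luminescence read with Steady-Glo | read-out = percent activation relative to tunicamycin control | controls = tunicamycin high control, DMSO low control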
# tim23-1 inh = tim23-1 yeast growth inhibition; inhibition, % at 20 µM; S. cerevisiae tim23-1 growth, BacTiter-Glo luminescence, 24 h; 1.3% of 330,000 active; AID 463212;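 active = growth inhibition of the mutant yeast at or above 50%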;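 note: temperature-sensitive mutant grown at 25 °C; plate controls were DMSO-treated mutant yeast for no effect and medium wells lacking yeast for full effect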
# The depositor's hits bear a star.
# Fields – Jurkat NFkB inh, XBP1 UPR activ, tim10-1 inh, Mdm2-MdmX inh, TIM10 inh, 697 NFkB inh, UPR CHOP act, tim23-1 inh
CCN(CC)C(=O)CSc1nnc(-c2ccco2)n1Cc1ccco1
 : 4.7, 9.9, 21.0, 2.9, 6.8, 11.2, -1.1, 6.1
Cc1[nH]c2ccccc2c1C(=O)CSc1nnc(C2CC2)o1
 : -6.1, -1.2, 7.5, -2.6, 14.3, -4.6, 0.0, 3.8
Cc1cccc2nc(CNc3ccc(F)cc3)cn12
 : -30.3, 3.6, 6.9, -23.2, 7.7, -4.2, 5.4, 10.2
CC(C)CN(CC(C)C)c1nc(N)c(C#N)c(CC#N)c1C#N
 : 20.8, 11.1, 5.5, 10.6, 3.8, -17.1, -4.7, -1.1
CCOc1cc(C(=O)Nc2nnc(C)s2)cc(OCC)c1OCC
 : -1.8, -1.9, 4.4, -7.7, 10.2, 9.1, 0.2, 24.0
CCOC(=O)N1CCC(NC(=O)CN2C(=O)CCSc3ccccc32)CC1
 : -8.6, -3.1, 2.4, 5.7, 5.4, 11.8, 0.9, 4.0
CCOC(=O)C1CCN(C(=O)CNC(=O)c2nn(-c3ccc(OC)cc3)c(=O)c3ccccc23)CC1
 : -27.7, -3.6, 26.8, -11.8, 0.4, -34.9, 3.6, 24.9
CCn1ncc(C(=O)Nc2ccc(S(=O)(=O)N3CCCC3)cc2)c1C
 : -7.6, -2.5, 8.4, 4.5, 5.8, 5.9, 2.2, 5.7
O=C(O)c1cccc(NS(=O)(=O)c2ccc(Cl)c(C(=O)Nc3cccc([N+](=O)[O-])c3)c2)c1
 : 1.2, -1.7, -10.9, 26.0, -13.5, 7.3, -1.4, -7.9
COc1ccc(NC(=O)c2sc(SC)nc2N)cc1
 : -60.7, 0.0, 10.5, -28.7, 6.4, -52.2, 0.6, 7.7
COc1ccc(Nc2nc(C(=O)N3CCc4ccccc4C3)cs2)cc1
 : 1.6, 3.1, -9.0, 6.6, 10.3, -37.3, 0.1, 41.9
COc1ccc(NC(=O)CSCC(=O)NCc2cccc(C(F)(F)F)c2)cc1
 : -5.1, -1.4, 13.5, 8.9, 11.8, 15.8, 1.7, 25.2
CC(Oc1ccc(F)cc1)C(=O)Nc1ccccc1N1CCCCC1 (stereo not drawn)
 : 6.6, -1.5, 12.6, 30.3, 3.5, 18.9, 1.0, 25.8
O=C(NC1CCN(CC(=O)N(c2ccccc2)c2ccccc2)CC1)c1ccc([N+](=O)[O-])cc1
 : 22.3, 0.9, 13.2, 23.3, 10.6, 14.0, -1.5, -6.2
CCCc1cc(=O)[nH]c(SCC(=O)NC(=O)OCC)n1
 : 11.7, 0.1, 12.3, 21.9, -1.4, 11.9, -0.2, 16.6
N=c1oc2ccccc2cc1-c1nc2ccccc2c(=O)[nH]1
 : -4.9, -3.7, 12.9, 6.2, 0.9, -14.3, 1.5, 5.3
CC(C)(C)n1nnnc1C(c1cccnc1)N1CCOCC1 (stereo not drawn)
 : 10.6, 2.8, 1.3, -31.8, 5.3, 21.8, 0.2, 5.6
O=C(Nc1ccc2c(c1)OCO2)C(c1ccc(Cl)cc1)N1CCC2(CC1)OCCO2 (stereo not drawn)
 : -5.2, 1.1, 16.0, 3.5, 32.2, -9.8, -1.0, 22.8
CCCc1c(O)nc(SCCN(CC)CC)n(C(=O)c2ccccc2)c1=O
 : 4.8, 1.6, 8.6, 17.4, -6.1, 19.0, 1.0, 9.7
Cc1ccc(N(CN2C(=O)C3CC=CCC3C2=O)C(=O)c2ccco2)cc1Cl (stereo not drawn)
 : 5.9, -0.7, 14.9, 20.4, 21.2, 0.9, 2.1, 5.4
Cc1c(C(=O)C(=O)NCCCn2ccnc2)c2ccccc2n1C
 : -18.4, 0.0, 8.1, -15.8, 5.5, -21.5, -1.1, 13.0
CC1(C)C2CCC(C2)C1(C)NC(=O)CNCc1cccs1 (stereo not drawn)
 : -3.2, 2.4, 27.3, 18.9, 16.4, -4.8, -2.4, 37.1
CCOC(=O)c1ccccc1NC(=O)CSc1ncc(C(=O)OCC)c(N)n1
 : -9.8, 0.4, 32.9, 27.5, 1.8, -3.0, -0.3, 16.1
Cn1c(-c2ccsc2)c(-c2cccs2)c2cc(-c3cccc4[nH]ccc34)ccc21
 : -3.4, 0.1, 18.4, 16.8, 11.0, -0.2, 3.0, 15.4
Cc1cc(OC(=O)c2cccc(Br)c2)c([N+](=O)[O-])c(=O)[nH]1
 : 5.4, -2.3, 45.8*, -4.9, 7.3, 12.4, 2.3, 4.2
c1cc(C2CCCCC2)ccc1Oc1nc(N2CCOCC2)nc(N2CCOCC2)n1
 : 2.9, -0.8, 43.7*, 62.7*, 52.4*, 6.6, 7.5, 10.3
O=C(NC(NC(=O)c1ccccc1)c1ccccc1)c1ccccc1
 : -5.1, -2.1, -7.1, -0.6, -6.5, -2.7, -0.3, 0.3
CC1CCCCN1S(=O)(=O)c1ccc(C(=O)Nc2ccccc2-c2nc3ccccc3[nH]2)cc1 (stereo not drawn)
 : 14.6, -2.3, 9.9, 47.9, 3.1, 0.1, 5.1, 16.5
COc1cccc(OC)c1C(=O)N1CCN(Cc2ccncc2)CC1
 : 8.9, -2.2, 4.4, -0.8, 1.4, 1.5, -2.0, 13.2
Cc1cc(S(=O)(=O)Nc2ccc(C(=O)NCc3ccncc3)cc2)ccc1F
 : 32.0, -0.2, -7.3, -11.1, -2.7, -0.2, 1.1, -9.0
CN(CC(=O)Nc1ccccc1Br)C(=O)c1ccc(COc2ccccc2)cc1
 : -26.5, -1.2, 18.3, 0.2, -2.7, -3.6, 1.0, 20.7
CCOc1ccc(C2/C(=C(\O)c3ccc4c(c3)OCCO4)C(=O)C(=O)N2CCN2CCOCC2)cc1OCC (stereo not drawn)
 : 10.6, -0.6, 16.9, 32.4, -13.1, 13.5, 1.0, -0.5
COc1ccc(N(C(C)C(=O)N/N=C/c2ccc(OC)c(OC)c2)S(C)(=O)=O)cc1 (stereo not drawn)
 : -22.8, 2.9, 16.9, -1.3, -8.1, -12.0, -1.3, 3.7
CCCCOc1ccc(C(=O)NCC(=O)NCC(c2ccco2)N2CCCCC2)cc1 (stereo not drawn)
 : 3.6, -0.7, -14.7, 1.9, -0.7, -25.0, 2.7, -16.9
CC1(C)CC2CC(C)(CN2C(=O)C23CCC(C)(C(=O)O2)C3(C)C)C1 (stereo not drawn)
 : -1.6, 1.2, 37.8, -9.5, 31.4, 0.2, -0.8, 43.5
C=CCN1C(=O)CSC1=Nc1ccc(C(=O)O)cc1
 : -3.1, -2.9, -15.7, 18.1, -3.1, -7.5, 1.7, 0.1
O=C(CCCN1C(=O)/C(=C/c2ccccc2)SC1=S)Nc1ccc(O)cc1
 : 6.9, -2.7, 40.5*, 94.8*, 33.2, 17.0, -1.6, 29.1
Cc1ccc(C(C(=O)NC(C)(C)C)N(CC2CCCO2)C(=O)Cn2nnc(-c3ccc(C)o3)n2)cc1 (stereo not drawn)
 : 7.9, 0.1, 28.2, -1.6, 18.2, -2.5, -0.8, 10.0
CCOc1ccc(CC(=O)NNC(=S)NC)cc1Br
 : -9.0, -3.8, 1.8, -10.8, -1.1, 1.3, -1.4, 10.3
Cc1cccc(NC(=O)CN(C)C(=O)c2ccc3ccccc3n2)c1C
 : -13.7, 3.2, 10.5, -6.7, -4.6, -30.7, 0.2, -4.4
CSc1ccc(Cl)c(C(=O)OCC(=O)N(C)CCC#N)c1
 : 13.1, -3.5, 6.0, 10.2, 18.9, 3.5, 0.6, 9.9
CC(=O)Nc1ccc(S(=O)(=O)N(C)CC(=O)OCC(=O)N2CC(C)OC(C)C2)cc1 (stereo not drawn)
 : -7.2, -0.2, 18.0, -0.9, 4.8, 16.3, -0.1, 18.7
C[C@@H](C(=O)Nc1ccc(OC(F)F)c(Cl)c1)N1C(=O)C2CC=CCC2C1=O (stereo partly drawn)
 : -0.5, -1.2, 15.9, 3.6, -1.3, 5.8, -0.5, 13.4
COc1ccc(CNC(=O)[C@@H](NC(=O)C2CCN(S(=O)(=O)c3ccc(C)cc3)CC2)C(C)C)cc1OC
 : -2.3, -1.6, -4.6, -29.5, 9.4, -8.6, 0.6, -3.8
Cc1c(C)c2ccc(OCC(=O)N[C@@H](Cc3c[nH]c4ccccc34)C(=O)O)cc2oc1=O
 : -1.8, -2.7, -7.5, -1.5, 0.4, 10.1, -0.8, -14.2
CCC(Oc1ccccc1)C(=O)Nc1ccccc1C(=O)N1CCOCC1 (stereo not drawn)
 : 2.4, -6.0, -6.8, 14.6, 4.9, 2.1, -1.5, 8.1
N#Cc1ccccc1Sc1ccccc1C(=O)NCC(c1ccco1)N1CCCC1 (stereo not drawn)
 : 0.6, 0.1, -0.9, 14.5, -6.0, -3.2, -0.5, 1.4
CCn1c(C)cc2c(c1=O)C(c1ccccc1)C(C(=O)OC)=C(N)O2 (stereo not drawn)
 : -2.4, -1.7, 18.2, 8.9, 0.8, 11.5, -0.3, 16.9
Fc1ccc(COc2ccccc2CNc2nn[nH]n2)cc1
 : -13.1, 0.1, 3.8, 16.0, -6.7, -10.0, 0.2, 2.3
COc1ccc(Nc2sc(C(=O)c3ccc(Cl)cc3)c(N)c2C(=O)Nc2ccccc2OC)cc1
 : -4.9, 0.9, 30.1, 10.9, 34.2, -6.0, -0.6, 31.9

# (more compounds)
# Fields – Jurkat NFkB inh, XBP1 UPR activ, tim10-1 inh, Mdm2-MdmX inh, TIM10 inh, 697 NFkB inh, UPR CHOP act, tim23-1 inh
O=c1[nH]c(N/N=C\c2ccc3c(c2)OCO3)nc2ccccc12
 : -109.8, 2.5, 40.1*, -69.0, 18.5, -132.4, 3.3, 16.7
COc1ccc(N(CC(=O)Nc2c(C)cccc2C)S(=O)(=O)c2ccccc2[N+](=O)[O-])c(OC)c1
 : 9.7, -4.1, 11.7, -11.0, 5.7, 12.9, 1.4, 11.3
CC(NC(=O)Cn1cc(C(F)(F)F)cc(Cl)c1=O)c1ccccc1 (stereo not drawn)
 : -2.3, 7.1, 11.1, 7.2, 9.4, 7.6, 3.5, 19.0
CC(=O)N1CCCc2cc(S(=O)(=O)N(C)CCC#N)ccc21
 : 10.1, -0.1, 6.5, 15.3, 13.3, 0.7, 1.2, 13.1
CNS(=O)(=O)c1ccc(Cl)nc1
 : 11.3, 1.0, -2.0, 14.7, 5.5, 16.4, -2.5, 3.8
CCNC(=O)COC(=O)c1ccc(S(=O)(=O)N2CCCCCC2)cc1
 : -9.1, -1.9, 15.1, 0.0, 2.6, 2.8, -0.8, 9.1
COc1cc([N+](=O)[O-])cc(/C=N/NC(=O)Cn2cncn2)c1O
 : 9.4, -2.1, 0.5, 47.4, -0.2, 13.7, -1.2, 9.7

# Some of these compounds in order of formula weight, high to low:
# Fields – Jurkat NFkB inh, XBP1 UPR activ, tim10-1 inh, Mdm2-MdmX inh, TIM10 inh, 697 NFkB inh, UPR CHOP act, tim23-1 inh
COc1ccc(Nc2sc(C(=O)c3ccc(Cl)cc3)c(N)c2C(=O)Nc2ccccc2OC)cc1
 : -4.9, 0.9, 30.1, 10.9, 34.2, -6.0, -0.6, 31.9
COc1ccc(N(CC(=O)Nc2c(C)cccc2C)S(=O)(=O)c2ccccc2[N+](=O)[O-])c(OC)c1
 : 9.7, -4.1, 11.7, -11.0, 5.7, 12.9, 1.4, 11.3
CCNC(=O)COC(=O)c1ccc(S(=O)(=O)N2CCCCCC2)cc1
 : -9.1, -1.9, 15.1, 0.0, 2.6, 2.8, -0.8, 9.1
CC(=O)N1CCCc2cc(S(=O)(=O)N(C)CCC#N)ccc21
 : 10.1, -0.1, 6.5, 15.3, 13.3, 0.7, 1.2, 13.1
COc1cc([N+](=O)[O-])cc(/C=N/NC(=O)Cn2cncn2)c1O
 : 9.4, -2.1, 0.5, 47.4, -0.2, 13.7, -1.2, 9.7
O=c1[nH]c(N/N=C\c2ccc3c(c2)OCO3)nc2ccccc12
 : -109.8, 2.5, 40.1*, -69.0, 18.5, -132.4, 3.3, 16.7
CNS(=O)(=O)c1ccc(Cl)nc1
 : 11.3, 1.0, -2.0, 14.7, 5.5, 16.4, -2.5, 3.8

# Screening results (PubChem BioAssay)
